LEDGF integ inh: blockers of LEDGF/p75-dependent integrase strand transfer – biochemical, TR-FRET, high throughput, primary screen; HIV-1 integrase (with human LEDGF/p75); TR-FRET IN-LEDGF/p75 DNA integration, Eu/Cy5; inhibition, % at 3.7 µM; 0.64% of 370,000 active; AID 743269, 2014;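 active = inhibition above the screen-wide mean plus 3 SD, cut at about 13% in these data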;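 note: signal is the Cy5 over europium emission ratio at 671 and 618 nm; 0% = plate median of compound wells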
ADAM10 inh: human ADAM10 inhibitors, primary screen, biochemical, QFRET, HTS; Disintegrin and metalloproteinase domain-containing protein 10 (Homo sapiens), O14672; recombinant ADAM10, EDANS/DABCYL FRET peptide cleavage, 3 h; inhibition, % at 7 µM; 0.62% of 370,000 active;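 active = inhibition above a per-campaign cutoff equal to the mean of compounds falling between control-based bounds plus 3 SD, cut at about 20% in these data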;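 note: 0% = DMSO wells while the 100% control is not disclosed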
proKLK7 act: proKLK7 zymogen activators, primary screen, biochemical, fluorescence intensity; Kallikrein-7 (Homo sapiens), P49862; purified proKLK7, EDANS-DABCYL substrate fluorescence; 100% is mature enzyme control, 0% vehicle; activation, % at 7 µM; 0.9% of 370,000 active; AID 652039, 2013;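 active = activation above the mean of all tested compounds plus 3 SD, computed per campaign excluding outliers beyond control limits, cut at about 13% in these data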
TDP2 absorb: human TDP2 enzyme inhibitors, primary screen, biochemical, epi absorbance, recombinant enzyme; inhibition, % at 12.8 µM; Tyrosyl-DNA phosphodiesterase 2 (Homo sapiens), O95551; 0.34% of 370,000 active; T5PNP hydrolysis, p-nitrophenol absorbance 415 nm;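 active = inhibition above the mean of all tested compounds plus 3 SD, set per campaign, cut at about 25% in these data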;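 note: 0% = DMSO with enzyme and 100% = buffer with substrate but no TDP2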
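System – recombinant human TDP2 · Amount – 120 nM TDP2 per well · Buffer or medium – Mg2+-containing Tris-HCl buffer, pH 7.5 · Reagent – T5PNP substrate, 5 mM · Dosing – 12.8 µM single point, 1% DMSO · Incubation – 2 h at 37 °C · Measured by – epi absorbance · Read-out basis – percent inhibition · Benchmarks – high control without enzyme, low control DMSO plus TDP2 · Repeats – singlicate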
ARFGAP1 inhibitor: inhibitors of rat ARFGAP1 GAP activity, primary screen, biochemical, fluorescence polarization, GDP tracer | Arfgap1-stimulated ARF1 GTP hydrolysis, GDP FP detection | inhibition, % at 16.5 µM | 0.26% of 360,000 active | AID 651572, 2012;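 active = inhibition above a per-plate limit, mean inhibition of low control wells plus 3 SD, cut at about 25% in these data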;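 note: 0% = DMSO wells with enzyme and 100% = wells lacking Arfgap1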
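Replicates: Single well per compound | Assay system: Truncated rat Arfgap1 GAP domain | Control set: No-Arfgap1 wells (100%) versus DMSO full-reaction wells (0%) | Times: Enzyme reaction 120 min at 25 °C after 20 min preincubation | Reagent: Human ARF1(Δ1-17)-GTP substrate | Measured by: Tracer-displacement fluorescence polarization with EDTA stop, 620/688 nm | Measure: Percent inhibition of Arfgap1-stimulated GTP hydrolysis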
ADAM17 inh: ADAM17 inhibitors, primary screen, biochemical, QFRET; recombinant ADAM17, EDANS/DABCYL FRET peptide cleavage; inhibition, % at 6.95 µM; 0.83% of 370,000 active; Disintegrin and metalloproteinase domain-containing protein 17 (Homo sapiens), P78536;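 active = inhibition above the mean of compounds lying between control limits plus 3 SD, set per campaign, cut at about 8.5% in these data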;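 note: 0% = DMSO-only wells as the low control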
DDE Tn6 FP inh: inhibitors of Tn6 peptide binding to fibrin DD(E), primary screen, biochemical, fluorescence polarization, human fibrin, Tn6 probe; Fibrin DD(E) TRITC-Tn6 fluorescence polarization displacement; inhibition, % at 8.3 µM; 0.21% of 370,000 active;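 active = inhibition above a per-campaign cutoff: mean of compounds within control limits plus 3 SD, cut at about 15% in these data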;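 note: 0% = median of all compound wells on the plate and 100% = blocking peptide control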
PLC-gamma1 inh: PLC-gamma1 enzyme inhibitors, primary screen, biochemical, fluorescence, purified enzyme. 1-phosphatidylinositol 4,5-bisphosphate phosphodiesterase gamma-1 (Homo sapiens), P19174. AID 720700, 2013. 0.84% of 370,000 active. inhibition, % at 12.2 µM. fluorogenic substrate; in the data active = inhibition above about 9.5%
Target sequence (P19174 whole entry, looked up): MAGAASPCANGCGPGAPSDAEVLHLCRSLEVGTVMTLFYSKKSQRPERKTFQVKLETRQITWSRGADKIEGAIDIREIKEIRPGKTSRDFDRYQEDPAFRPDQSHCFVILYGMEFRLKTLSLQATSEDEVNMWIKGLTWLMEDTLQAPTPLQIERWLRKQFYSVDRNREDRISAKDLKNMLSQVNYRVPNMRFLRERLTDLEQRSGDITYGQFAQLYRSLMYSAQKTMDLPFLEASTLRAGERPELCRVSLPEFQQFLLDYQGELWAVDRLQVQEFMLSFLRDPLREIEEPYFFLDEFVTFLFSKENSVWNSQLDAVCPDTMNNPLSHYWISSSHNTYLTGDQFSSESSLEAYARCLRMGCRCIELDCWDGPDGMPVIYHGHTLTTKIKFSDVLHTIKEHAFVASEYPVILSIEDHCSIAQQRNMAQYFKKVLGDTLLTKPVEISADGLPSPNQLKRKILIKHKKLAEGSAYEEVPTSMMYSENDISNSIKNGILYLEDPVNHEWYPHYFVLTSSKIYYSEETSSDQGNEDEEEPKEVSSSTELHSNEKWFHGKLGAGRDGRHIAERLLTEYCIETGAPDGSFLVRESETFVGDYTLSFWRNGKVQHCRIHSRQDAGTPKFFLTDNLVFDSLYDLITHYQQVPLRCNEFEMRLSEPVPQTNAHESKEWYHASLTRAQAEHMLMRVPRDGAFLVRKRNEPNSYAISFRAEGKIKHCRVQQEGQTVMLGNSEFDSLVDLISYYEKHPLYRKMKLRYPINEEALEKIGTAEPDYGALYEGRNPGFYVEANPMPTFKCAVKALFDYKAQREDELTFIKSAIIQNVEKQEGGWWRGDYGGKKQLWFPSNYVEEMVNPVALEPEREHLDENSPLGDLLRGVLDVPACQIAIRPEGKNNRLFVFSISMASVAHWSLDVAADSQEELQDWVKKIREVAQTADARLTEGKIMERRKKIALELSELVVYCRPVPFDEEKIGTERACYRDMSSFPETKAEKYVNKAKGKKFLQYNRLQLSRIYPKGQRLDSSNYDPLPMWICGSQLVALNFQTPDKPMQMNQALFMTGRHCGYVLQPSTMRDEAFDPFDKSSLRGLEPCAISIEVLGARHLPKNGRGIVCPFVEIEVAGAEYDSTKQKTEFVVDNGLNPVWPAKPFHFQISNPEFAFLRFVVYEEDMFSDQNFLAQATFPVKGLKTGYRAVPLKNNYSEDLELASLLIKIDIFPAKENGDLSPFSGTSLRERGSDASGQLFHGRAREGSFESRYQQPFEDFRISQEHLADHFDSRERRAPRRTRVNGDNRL
DDE Tn7 FP inh: inhibitors of Tn7 peptide binding to fibrin DD(E), primary screen, biochemical, fluorescence polarization, human fibrin, Tn7 probe | Fibrinogen beta chain (Homo sapiens), P02675 | FP displacement of FITC-Tn7 peptide from fibrin DD(E); 0% = median of compound wells per plate | inhibition, % at 8.3 µM | 0.13% of 370,000 active;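 active = inhibition above the mean of compounds falling within the control limits plus 3 SD of them, cut at about 14% in these data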;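 note: 0% = plate median of compound wells and 100% = 10 µM Aha-Tn7 peptide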
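Assay system: Human fibrin DD(E) protein | Medium: Tris buffer with calcium and detergent, pH 7.8 | Reagent: 0.1 µM fluorescent Tn7 | Compound dosing: Single point at 8.3 µM | Times: 10 min preincubation, 3 h with tracer, room temperature | Detection: Fluorescence polarization of the labelled Tn7 tracer | Controls: Aha-Tn7 high control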
ASAP1 inh: inhibitors of human ASAP1 ArfGAP activity, primary screen, biochemical, fluorescence polarization; AID 624377, 2012; inhibition, % at 16.5 µM; 0.19% of 360,000 active; Arf-GAP with SH3 domain, ANK repeat and PH domain-containing protein 1 (Homo sapiens), …; ASAP1-stimulated ARF1 GTP hydrolysis, GDP FP detection; in the data active = inhibition above about 25%;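 note: 0% = vehicle with enzyme and substrate and 100% = no enzyme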
Numbers without * were called inactive; i = inactive; . = not tested or not shown.

#	LEDGF integ inh	ADAM10 inh	proKLK7 act	TDP2 absorb	ARFGAP1 inhibitor	ADAM17 inh	DDE Tn6 FP inh	PLC-gamma1 inh	molecule	DDE Tn7 FP inh	ASAP1 inh
1	-4	-2	0.3	19	5	1	11	-2	Cc1ccc(S(=O)(=O)NC(Cc2ccccc2)C(=O)O)cc1C (stereo unspecified)	-3	-3
2	-2	-9	0.3	-2	-5	-2	10	-2	O=C1C[C@@H]2c3c(cccc3CN1Cc1ccc(F)cc1)C[C@@H](O)[C@H]2O	-1	-10
3	-2	3	0.0	-10	-4	2	11	0	COc1ccccc1-c1cnc(C(O)c2ccc(F)c(F)c2)[nH]1 (stereo unspecified)	-14	7
4	0	-89	-0.5	-8	3	-4	-6	2	CC(=O)C(Cc1ccccc1)NC(=O)COC(=O)c1ccc(-n2cnnn2)cc1 (stereo unspecified)	-10	6
5	-4	-6	0.0	-4	-3	-8	-3	-2	CC(=O)N(C(C)=O)n1c(/C=C/c2cccc([N+](=O)[O-])c2)nc2ccccc2c1=O	0	-8
6	-3	-6	0.2	-6	-1	-5	4	-2	Brc1cc2ccccc2[n+](Cc2ccccc2)c1	6	-18
7	-1	1	-0.1	8	2	1	-4	-1	Cn1c(C(=O)NCCc2c[nH]c3ccccc23)cc2sccc21	-1	7
8	-2	2	0.5	3	0	-4	5	1	O=C1CSC(c2cccc(F)c2)N1c1ccc(O)cc1 (stereo unspecified)	-3	10
9	-1	-186	1.5	5	-1	-60	1	-36	O=C(NC(=S)Nc1ccc(-c2nc3ncccc3o2)cc1)c1ccccc1F	7	-3
10	-2	5	1.1	2	-14	-5	3	3	COc1cccc(NC(=O)c2ccc(CN3CCOCC3)cc2)c1	1	-12
11	2	6	-0.7	7	0	0	0	1	CC(C)c1ccc(C(C(=O)NC2CCCC2)N(C(=O)c2csnn2)C2CC2)cc1 (stereo unspecified)	4	4
12	-3	5	0.0	7	5	-2	-3	0	O=C(COc1nc2ccccc2nc1N1CCOCC1)N1CCc2ccccc21	-2	10
13	0	2	-0.1	11	-13	3	-1	2	O=C(COc1ccc(Cl)cc1Cl)NCC(=O)N/N=C/c1c[nH]c2ccccc12	2	4
14	4	-7	0.0	3	0	0	-3	5	Cc1ccc(CNC(=O)c2cc(=O)c3ccccc3o2)cc1	-12	-11
15	-1	-2	-0.4	4	-11	0	-1	1	COc1cc(OC)nc(Oc2cccc(Cl)c2C)n1	-1	-2
16	3	0	-0.3	7	-7	2	-2	-1	CC1CCN(C(=O)C2CCN(CC(C)c3ccccc3)CC2)CC1 (stereo unspecified)	-1	-8
17	-5	-6	0.3	-10	8	0	-10	2	Cc1cccc(C)c1NC(=O)CN1C(=O)C(C)Oc2ccccc21 (stereo unspecified)	-6	-3
18	-4	-5	-0.1	-3	5	-6	1	-3	CN(C(=O)c1ccccc1Cl)c1ccccc1C(=O)NCc1ccccc1	6	-20
19	6	-5	-0.4	3	13	-4	0	2	CCC(=O)c1ccc(OCC(=O)OCC(=O)N(CCC#N)c2ccc3c(c2)OCCO3)cc1	-1	-1
20	-2	2	0.3	16	-2	-2	2	-2	CCOC(=O)c1c(NC(=O)CN2CCN(c3ccc(Cl)cc3)CC2)sc(C)c1C	1	0
21	5	-6	0.0	-2	1	-3	7	2	CSc1ccc(CN2CCC(C(=O)NCc3ccc(C)cc3)CC2)cc1	-3	-3
22	3	0	1.1	8	-4	-2	-6	0	O=C(NC1CC1)c1ccc(CSCc2ccc(Cl)cc2)o1	-3	2
23	-2	-6	-0.3	2	8	-1	-2	-1	CCN(C(=O)c1cc(Cl)ccc1Cl)C1CCS(=O)(=O)C1 (stereo unspecified)	4	-10
24	0	2	-0.2	10	17	2	4	-4	COc1ccc(/C=C/c2noc(-c3ccccc3OC(C)=O)n2)cc1	-1	7
25	-1	i	-9.9	7	-1	-214	4	-74	N#Cc1c(-c2cccc(Br)c2)cc(-c2cccnc2)nc1N	-6	28*

Rewritten with one line to a screen: entries from further up.
16: CC1CCN(C(=O)C2CCN(CC(C)c3ccccc3)CC2)CC1 (stereo unspecified)
17: Cc1cccc(C)c1NC(=O)CN1C(=O)C(C)Oc2ccccc21 (stereo unspecified)

Compound	16	17
LEDGF integ inh	3	-5
ADAM10 inh	0	-6
proKLK7 act	-0.3	0.3
TDP2 absorb	7	-10
ARFGAP1 inhibitor	-7	8
ADAM17 inh	2	0
DDE Tn6 FP inh	-2	-10
PLC-gamma1 inh	-1	2
DDE Tn7 FP inh	-1	-6
ASAP1 inh	-8	-3

Remaining list, next part:
#	LEDGF integ inh	ADAM10 inh	proKLK7 act	TDP2 absorb	ARFGAP1 inhibitor	ADAM17 inh	DDE Tn6 FP inh	PLC-gamma1 inh	molecule	DDE Tn7 FP inh	ASAP1 inh
26	0	-1	0.1	14	-4	-3	3	-4	O=C(COc1ccccc1)Nc1nnc(S(=O)(=O)N2CCCC2)s1	4	-1
27	-2	-11	-0.6	-7	10	-4	-2	0	CCCc1nc2ccccc2c2nc(N)nn12	-2	2
28	-5	-6	0.2	6	-5	-4	0	5	O=C(c1cccnc1)N(Cc1ccccc1)C(=O)c1cccnc1	-4	-8
29	2	5	0.2	5	5	3	-2	9.9*	Cc1c(C#N)c(NC(=O)c2cccc(Cl)c2)n(Cc2ccccc2)c1C	-1	2
30	-4	-4	-0.3	1	-5	-2	-8	-2	Cc1cc(C(=O)N2CCN(C(=O)C3CCCO3)CC2)no1 (stereo unspecified)	-1	5
31	-2	3	0.4	-4	8	-7	-5	0	COc1ccc(C(=O)NC(=S)Nc2nc(C)cc(C)n2)cc1Br	1	3
32	1	-3	0.2	2	6	0	1	0	COCCNC(=O)CCCCCN1C(=O)CCC1=O	2	-15
33	3	-33	-3.0	-4	7	-9	-7	-9	COc1ccc(C(C(=O)NC2CCCC2)N(C(=O)c2snc(-c3ccc(F)cc3)c2N)c2ccc(OC)cc2)cc1 (stereo unspecified)	-5	14
34	0	2	0.3	3	6	-3	-2	-2	Cn1c(=O)c2c(nc(Sc3nc4ccccc4n3CC(=O)N3CCCCC3)n2C)n(C)c1=O	-2	-3
35	0	17	0.4	-9	-7	2	3	-5	CCOc1ccc(C(=O)c2ccc(OCC)c(N)c2)cc1N	0	1
36	3	-3	-0.4	-4	15	-3	-2	-2	Cc1ccc(S(=O)(=O)/N=C(\Nc2cccc(C)c2)Nc2nc(C)cc(C)n2)cc1	4	-3
37	2	5	-0.1	-2	6	0	3	-1	O=C(O)CCC(=O)OCC1CCCO1 (stereo unspecified)	-2	3
38	4	12	-0.2	-21	-5	9.1*	-5	10*	Cc1cc(F)cc(-c2cc(C(=O)NCc3cccc(Cl)c3)[nH]n2)c1	1	-2
39	0	-6	-0.6	-9	-19	-7	9	-1	CN(CC(=O)Nc1ccc(F)cc1)C(=O)COc1ncnc2ccccc12	8	-5
40	-1	4	-0.6	-1	5	-2	5	-4	CCCCNc1cc(=O)oc2ccccc12	10	4
41	-4	-4	-0.4	8	-5	-2	5	1	C=CCN(c1ccccc1)S(=O)(=O)c1cccc(C(=O)N2CCCC2)c1	7	-13
42	-2	-94	-3.4	-3	-3	-27	-2	-22	COc1ccccc1C(=O)NC(CCSC)C(=O)NNC(=O)c1ccccc1O (stereo unspecified)	1	-21
43	-2	8	0.2	3	3	2	-9	2	O=C(Nc1ccc(F)c(Cl)c1)C1Cc2c(-c3ccco3)ccnc2O1 (stereo unspecified)	1	9
44	3	3	-0.6	-10	10	5	-8	4	Cc1ccc(CS(=O)(=O)CCC(=O)NCCCOC(C)C)cc1	-9	20
45	2	-3	-0.2	7	9	0	-5	-2	COC(=O)c1c(NC(=O)CN2C(=O)NC3(CCCCC3C)C2=O)sc2c1CCC2 (stereo unspecified)	-6	-7
46	4	-3	0.4	-5	1	0	-2	2	O=C(CC[C@H]1O[C@@H](n2ccc(=O)[nH]c2=O)[C@H](O)[C@@H]1O)N[C@H](Cc1ccccc1)C(=O)NCc1ccco1	0	-7
47	1	-13	0.0	2	9	-9	7	-3	NS(=O)(=O)c1ccc(CCNC(=O)COC(=O)C2CCN(c3ccc(C(F)(F)F)cn3)CC2)cc1	1	-10
48	0	14	1.1	-3	0	-3	-7	2	CCOC(=O)[C@@H]1[C@H]2COc3ccccc3[C@H]2N2C(=O)N(c3cccc(C)c3)C(=O)[C@]12C	3	1
49	-1	-2	-0.1	0	-19	-1	-3	3	O=C(NCC1CCCCC1)c1ccc([N+](=O)[O-])cc1	-2	-8
50	-1	-7	0.2	11	.	-3	-4	-1	Cc1ccc(NC(=O)CCS(=O)(=O)c2ccccc2)cc1C	4	.
